# STAT1 activator – STAT1 signaling activation; NIH 3T3 STAT1-luciferase reporter, IFN-gamma, luminescence; 100% = IFN-gamma alone, no compound; activation (% of control), % at 5.5 µM; 2.6% of 200,000 active; AID 932;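 active = activation above the screen-wide mean activation plus 3 SD, cut at about 130% in these data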;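 note: raw ratio to IFN-gamma control signal so 100% means no change and 0% no light; values of inactives mirror those of a sister screen read the other way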
# Hsp70 act – transcriptional activators of Hsp70. activation, % at 10 µM. 0.04% of 200,000 active. HeLa Hsp70 promoter luciferase reporter, luminescence; scaled: vehicle 0, proteasome-inhibitor control 100%;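 active = activation above the mean across all tested compounds plus 3 SD, cutoff set per campaign, cut at about 5.5% in these data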;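 note: 100% = MG132 at 30 µM as the positive control and 0% = DMSO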
# HMGR II inh – blocks class II HMG-CoA reductase of Enterococcus faecalis; 0.41% of 190,000 active; inhibition, % at 10 µM; purified E. faecalis HMGR, NADPH absorbance 340 nm kinetic;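 active = inhibition above a set limit, the median over all tested compounds plus 3 SD, cut at about 9.5% in these data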;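 note: enzyme runs in reverse so mevalonate oxidation gives rising NADPH absorbance; 0% = complete reaction with DMSO and 100% = background rate lacking mevalonate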
# Redox H2O2 prof – compounds producing H2O2 with reducing agent – biochemical, NIH compound library profiling, artefact control for MLSCN library redox annotation, primary screen; DTT-dependent redox cycling H2O2, phenol red/HRP absorbance; 100% = 100 µM peroxide control, 0% = buffer; activation, % at 10 µM; 0.03% of 200,000 active;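 active = activation of at least 50% relative to the plate's high and low controls in the primary single-dose screen; inactive = activation below 50%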;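 note: compound incubated with DTT at 0.8 mM final as the reducing agent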
# FLuc inhib CS – Photinus pyralis luciferase inhibition counter-screen; P08659; ATPLite firefly luciferase biochemical luminescence, 10 min; inhibition, % at 10 µM; 1.5% of 200,000 active; AID 1006;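 active = inhibition above about 50% when tested at 10 µM, limit read from the data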
# Target sequence (P08659 whole entry, looked up): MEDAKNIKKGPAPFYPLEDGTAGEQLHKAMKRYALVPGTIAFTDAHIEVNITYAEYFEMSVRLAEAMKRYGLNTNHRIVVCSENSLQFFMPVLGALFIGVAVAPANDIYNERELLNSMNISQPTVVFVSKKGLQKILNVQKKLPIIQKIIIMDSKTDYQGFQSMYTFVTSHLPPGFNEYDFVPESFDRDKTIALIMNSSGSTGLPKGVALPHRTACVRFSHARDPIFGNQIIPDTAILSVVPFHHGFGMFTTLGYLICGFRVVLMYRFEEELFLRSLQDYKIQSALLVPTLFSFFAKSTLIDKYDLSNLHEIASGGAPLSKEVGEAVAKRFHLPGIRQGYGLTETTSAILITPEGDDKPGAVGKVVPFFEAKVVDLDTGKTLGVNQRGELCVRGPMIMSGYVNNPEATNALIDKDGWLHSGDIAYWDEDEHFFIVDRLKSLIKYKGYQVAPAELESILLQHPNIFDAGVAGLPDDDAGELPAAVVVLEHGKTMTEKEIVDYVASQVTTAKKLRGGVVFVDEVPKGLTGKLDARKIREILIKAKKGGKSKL
# APP 5'UTR act – APP 5'UTR luciferase reporter activation. SH-SY5Y APP 5'UTR luciferase reporter, luminescence; zero percent = DMSO vehicle wells. activation, % at 2 µM. 1% of 190,000 active. AID 1276;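 active = activation above a set limit, based on mean plus 3 SD of controls, cut at about 140% in these data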; note: values of inactives mirror those of a sister screen read the other way
# FLuc act counter – firefly luciferase counter-screen for stimulation assays; P08659; ATPlite luciferase biochemical, luminescence, 10 min; 0 = ATP-free wells, 1 = DMSO control; activation factor at 10 µM; 200,000 tested, under 10 active;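 active = luciferase activation factor, scaled between plate controls, of at least 2 with compound at 10 µM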
#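 Material: Luciferase/luciferin reagent mix; Doses: test compounds dosed from 2 mM stocks in 100% DMSO; Schedule: 10 min incubation after luciferase reagent addition, room temperature; Measured by: luminescence from luciferase reaction; Read-out: luminescence gain marking luciferase activators.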
# G6PDH counter – inhibits Leuconostoc G6PDH, flagging false hits in G6PDH-based assays; Purified L. mesenteroides G6PDH, diaphorase/resazurin coupled fluorescence, 45 min; inhibition, % at 5 µM; 0.12% of 200,000 active; AID 1020; in the data active = inhibition above about 50%
# NF-kB expr up – NF-kB expression increase, human neuronal cells; NF-kB reporter expression; active compounds read high; fold change at 12.5 µM; 1.6% of 190,000 active; AID 1239; in the data active = fold change above about 3.3
# APP transl inh – APP translation inhibition; SH-SY5Y APP 5'UTR-luciferase reporter, luminescence; inhibition, % at 2 µM; 0.82% of 190,000 active; AID 1285;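 active = inhibition above a set limit, derived from the sample mean plus 3 SD, cut at about 45% in these data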; note: values of inactives mirror those of a sister screen read the other way
# Numbers without * were called inactive; nt = no result given.
SMILES	STAT1 activator	Hsp70 act	HMGR II inh	Redox H2O2 prof	FLuc inhib CS	APP 5'UTR act	FLuc act counter	G6PDH counter	NF-kB expr up	APP transl inh
CCC(=O)Nc1ccc2c(c1)ncn2-c1ccccc1OC	105	-0.2	-2	2.0	0	10	1	4	1.3	-10
O=C(O)c1cccc2c1C(=O)N(Cc1ccncc1)C2	94	-0.3	-1	1.8	-1	3	1	21	1.3	-3
O=C(NCc1ccccc1)c1cccc(COc2ccc3c(c2)CCC3)c1	86	-0.4	0	0.9	21	105	0.8	-26	2.2	-105
Nc1nc(F)cc(NCc2ccccc2)n1	103	-0.1	-4	-0.1	2	-17	1	3	1.1	17
Cc1cc(C)cc(C(=O)NCC(=O)OCC(=O)Nc2cccnc2Cl)c1	101	-0.2	4	0.2	-4	-11	1	4	1.3	11
CC(C)CSc1n[nH]c(=S)s1	98	-0.2	-1	0.0	2	-5	1	0	1.1	5
CCc1ccccc1-n1c(SCC(=O)N2CCCC2)nnc1-c1ccccn1	98	0.0	0	-3.2	-4	2	1	-19	0.89	-2
CCOC(=O)c1c(CN(C)C)n(-c2ccccc2)c2cc(Br)c(OC)cc12	102	-0.2	0	1.4	0	0	1	5	0.65	0
Cc1ccc(N2CCN(C(=O)c3cc(C(=O)c4ccccc4C)c[nH]3)CC2)c(C)c1	104	-0.2	8	0.1	-8	29	1.1	11	0.67	-29
CCOc1ccc2cc(C3CC(c4ccco4)=NN3S(=O)(=O)c3ccccc3)c(Cl)nc2c1 (stereo unspecified)	109	-0.3	5	-0.2	-2	14	1	-5	0.69	-14
CCNC(=S)N(Cc1cc2cc(C)c(C)cc2[nH]c1=O)C1CCCC1	101	-0.1	0	-0.6	-3	5	1	6	0.92	-5
O=C(CSc1nnc(C2CC2)n1-c1ccccc1)NCCN1C(=O)CSC1=O	105	-0.2	1	-1.7	-3	10	1	-1	1.3	-10
S=C(Nc1ccc(N2CCOCC2)cc1)Nc1ccc2nc(-c3ccco3)c(-c3ccco3)nc2c1	93	0.1	3	1.0	10	8	0.9	40	0.65	-8
O=C(CSc1nnc(-c2cccnc2)n1-c1ccccc1)Nc1ccc2c(c1)OCO2	99	-0.5	-1	1.0	-4	0	1	-13	0.87	0
COc1ccc(-c2cn(-c3ccc(OC)cc3)c3[n+]2-c2ccccc2CC3)cc1	74	-0.5	-2	0.2	-8	4	1.1	-3	0.52	-4
CCN(CC)S(=O)(=O)c1ccc2c(c1)nc(CCC(=O)Nc1ccc(N3CCOCC3)cc1)n2C	105	0.0	-3	0.7	16	-6	0.8	-4	1	6
COc1ccc(OC)c(NC(=O)c2cnc3ccccn3c2=O)c1	103	-0.3	nt	1.1	nt	2	nt	nt	nt	-2
O=C(CN1CCN(C(=O)c2ccco2)CC1)Nc1cc(C(F)(F)F)ccc1Cl	91	-0.3	-6	-0.6	-1	0	1	10	1.4	0
CN(C)CCCCOc1cccc(Br)c1	94	-0.2	-5	-0.8	-3	-1	1	4	1.1	1
CCCNC(=O)CS(=O)Cc1nc(-c2ccccc2C)oc1C (stereo unspecified)	104	-0.2	1	-0.8	-2	-4	1	2	1	4
CN(C)c1nc(N)nc(Cn2nnc(-c3ccc(C(F)(F)F)cc3)n2)n1	99	-0.4	-3	0.2	-7	6	1.1	-4	1.3	-6
Cc1cc(C)c(C#N)c(OCC(=O)c2ccc(Br)cc2)n1	100	-0.3	-7	2.7	0	0	1	4	0.85	0
Cc1cccc(CN2CCN(CC(=O)NCCCN3CCCC3=O)C2=O)c1	105	-0.2	0	-0.9	-12	9	1.1	-3	1.3	-9
COc1cc2c(cc1OC)C1(Nc3c-2c(-c2ccccc2)nn3-c2ccccc2)C(=O)Nc2ccccc21 (stereo unspecified)	107	-0.2	-2	1.5	-5	-9	1.1	1	0.83	9
C=CCn1c(COc2cccc(C)c2)nnc1SCC(=O)NC(=O)NCc1ccco1	103	0.2	-2	3.1	-4	7	1	-13	1.4	-7
CN(C)/C=C/C(=O)c1ccc(Cl)cc1	105	0.2	-1	-0.6	5	4	0.9	2	1.1	-4
Cc1csc(NC(=O)CSc2nnc(C)c(=O)n2N)n1	102	-0.1	-1	-0.7	3	-3	1	6	1.1	3
COc1ccc(NC(=O)c2ccc(OCc3c(C)noc3C)c(OC)c2)cn1	95	0.0	0	0.2	-5	2	1	2	1.2	-2
COc1cccc(C(c2nnnn2CCc2ccccc2)N2CCN(c3ccccc3)CC2)c1OC (stereo unspecified)	93	-0.2	-2	-3.8	-5	-8	1	4	0.48	8
Cc1cc(C)n(CC(=O)N/N=C/c2cc([N+](=O)[O-])ccc2O)n1	109	-0.3	-11	0.5	-2	15	1	3	0.68	-15
COc1ccc(C2=C(C=C(C#N)C#N)C(c3ccccc3C)c3ccccc3O2)cc1OC (stereo unspecified)	105	-0.3	1	0.3	-2	3	1	-7	1.1	-3
CCOc1ccc(NC(=O)C(c2ccccn2)N(C(=O)CCl)c2ccc(OCC)cc2)cc1 (stereo unspecified)	121	0.1	-7	0.0	5	38	0.9	8	1.8	-38
O=c1[nH]cnc2scc(-c3ccccc3)c12	96	-0.3	2	-4.8	-6	9	1.1	4	1.1	-9
COC(=O)N/N=C/c1ccc(/C=N/NC(=O)OC)cc1	103	-0.3	-6	-0.2	-2	7	1	12	1.1	-7
Cc1ccc(C(=O)N/N=C\c2cc3c(cc2Br)OCO3)s1	118	-0.3	-3	-0.1	0	-12	1	-4	1	12
CCC(C)(NC(=O)c1ccccn1)C(=O)NC1CCCCC1 (stereo unspecified)	95	-0.3	-2	-5.8	-5	-3	1	17	1.1	3
C#CCn1c(=NC(=O)c2cccs2)sc2cccc(OCC)c21	104	-0.1	-1	-3.0	-11	11	1.1	-43	1.4	-11
CC(C)c1nc(SCC(=O)Nc2c[nH]c(=O)[nH]c2=O)c2cnn(-c3ccccc3)c2n1	97	0.1	1	-1.4	-5	6	1	0	1.4	-6
O=C(CCN1C(=O)C2C3C=CC(C3)C2C1=O)Oc1ccc2ccccc2c1 (stereo unspecified)	100	-0.1	1	7.1	-4	1	1	10	0.86	-2
CN(C)S(=O)(=O)c1ccc(Cl)c(C(=O)Nc2nc3ccccc3[nH]2)c1	112	-0.1	-5	-0.9	-2	-4	1	9	1	4
CC(C)CN1C(=O)C(=O)N(CC(=O)Nc2cc(Cl)ccc2Oc2ccccc2)C1=O	106	-0.1	-4	-1.6	0	4	1	6	1.2	-4
CSc1ncccc1C(=O)NCC1CCCCC1	103	0.5	2	-0.1	-6	-5	1.1	8	1.3	5
CCN(CC)C(=O)CN1C(=O)C2(OCC(C)(c3ccccc3)CO2)c2ccccc21 (stereo unspecified)	101	-0.1	-1	0.6	-5	-15	1.1	8	0.96	15
Cc1c(C2Nc3ccccc3C(=O)N2O)cnn1C (stereo unspecified)	100	-0.3	-1	3.4	-2	18	1	14	1.3	-18
Cc1ccccc1NC1=C(Cl)C(=O)OC1OC(C)C (stereo unspecified)	103	-0.4	-1	0.0	-8	nt	1.1	6	1.2	nt
COc1ccc(S(=O)(=O)N2CN(Cc3ccco3)c3nc4ccccc4nc32)cc1	105	-0.2	2	-3.9	2	-8	1	2	1.1	8
N#Cc1nc(-c2cccs2)oc1N1CCN(Cc2ccccc2)CC1	100	0.0	-8	2.2	0	16	1	9	1.2	-16
CC(C)C(c1nnnn1Cc1ccc(F)cc1)N1CCN(Cc2ccc3c(c2)OCO3)CC1 (stereo unspecified)	104	-0.5	-6	0.2	-6	-3	1.1	-4	0.92	3
CCOc1cc2c(cc1OCC)C(c1ccccc1OC)OC(=O)C2 (stereo unspecified)	97	-0.2	-3	-0.7	-3	-9	1	8	1.2	9
Cc1ccc(S(=O)(=O)NNC(=O)C2CCN(S(=O)(=O)c3ccc(C)cc3)CC2)cc1	103	0.0	1	2.1	-5	2	1	7	1.1	-2

# (further entries)
SMILES	STAT1 activator	Hsp70 act	HMGR II inh	Redox H2O2 prof	FLuc inhib CS	APP 5'UTR act	FLuc act counter	G6PDH counter	NF-kB expr up	APP transl inh
COc1ccc(CC(=O)Nc2cc(Cl)ccc2O)cc1	96	0.0	-5	1.2	-4	2	1	-1	1.5	-2
COc1ccccc1CNC(=O)CC(NS(=O)(=O)c1ccc(C)cc1)c1ccco1 (stereo unspecified)	98	-0.1	-3	-1.2	-2	-1	1	6	1.1	1
Cc1ccc(C(=O)c2cc([N+](=O)[O-])ccc2N2CC(C)OC(C)C2)cc1 (stereo unspecified)	108	-0.3	-2	0.2	-8	-24	1.1	-7	1	24
C=CCNC(=S)N/N=C(\C)c1cccc(OC)c1	109	-0.3	1	-0.8	4	-5	1	-6	1.1	5
CC(C)CNC(=O)c1cccc(NC(=O)CSc2ccccc2)c1	95	-0.2	0	0.2	-2	-5	1	7	0.97	5
COc1ccccc1NC(=O)c1ccc(COc2ccccc2OC)o1	105	-0.1	-2	0.9	-3	-10	1	1	0.96	10

# Filtered by structure: the compounds so far containing a furan ring, fused or not (seven)
SMILES	STAT1 activator	Hsp70 act	HMGR II inh	Redox H2O2 prof	FLuc inhib CS	APP 5'UTR act	FLuc act counter	G6PDH counter	NF-kB expr up	APP transl inh
CCOc1ccc2cc(C3CC(c4ccco4)=NN3S(=O)(=O)c3ccccc3)c(Cl)nc2c1 (stereo unspecified)	109	-0.3	5	-0.2	-2	14	1	-5	0.69	-14
S=C(Nc1ccc(N2CCOCC2)cc1)Nc1ccc2nc(-c3ccco3)c(-c3ccco3)nc2c1	93	0.1	3	1.0	10	8	0.9	40	0.65	-8
O=C(CN1CCN(C(=O)c2ccco2)CC1)Nc1cc(C(F)(F)F)ccc1Cl	91	-0.3	-6	-0.6	-1	0	1	10	1.4	0
C=CCn1c(COc2cccc(C)c2)nnc1SCC(=O)NC(=O)NCc1ccco1	103	0.2	-2	3.1	-4	7	1	-13	1.4	-7
COc1ccc(S(=O)(=O)N2CN(Cc3ccco3)c3nc4ccccc4nc32)cc1	105	-0.2	2	-3.9	2	-8	1	2	1.1	8
COc1ccccc1CNC(=O)CC(NS(=O)(=O)c1ccc(C)cc1)c1ccco1 (stereo unspecified)	98	-0.1	-3	-1.2	-2	-1	1	6	1.1	1
COc1ccccc1NC(=O)c1ccc(COc2ccccc2OC)o1	105	-0.1	-2	0.9	-3	-10	1	1	0.96	10

# Screening data from PubChem.
